# Screening data deposited in PubChem by National Center for Advancing Translational Sciences (NCATS).
# ERK EGF block – blocks ERK signaling stimulated by EGF; HEK293-V1b, EGF-stimulated phospho-ERK AlphaScreen; Potency, µM (titrated, usually from 11.5 µM), without a hit: at the top dose activity change, negative = inhibition, hits mostly inhibitors; 130,000 tested, 0.41% active; active = well fitted inhibition curve with a large enough effect; inconclusive = small, poorly fitted or top-dose-only effect, or effect the other way;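 note: plate controls were stimulated vehicle wells for no effect and unstimulated vehicle basal for full effect; nearly all actives have a fitted effect of over 55% in size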
#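 In this qHTS, HEK293 cells with stable type-1 vasopressin (V1b) receptor were exposed to compound at 37C for 30 min, stimulated 5 min with EGF at 25 nM, lysed, and probed for phospho-ERK by AlphaScreen.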
# * = called active by the depositor; ? = inconclusive; & = joins results of further samples; [ ] = dose if it differs, or a comment. Potency is the fitted concentration of half-maximal effect.
SMILES,ERK EGF block
Cc1ccc(C)c(Nc2ncccc2C(=O)NCc2cccs2)c1,5.0%
O=C(Nc1ccc2ccccc2c1)c1cccc(F)c1,3.1%[57.5 µM]
COc1ccc(Br)cc1/C=N/NC(=O)Cn1nnnc1N,7.7%[57.5 µM]
O=C(NNc1ccc(F)cc1)c1c(F)cccc1Cl,-1.3%[57.5 µM]
CCOC(=O)c1ccc(NC(=O)c2n[nH]c(=O)c3ccccc23)cc1,-2.9%
CC1CN(Cc2nc3c(c(=O)[nH]c(=O)n3C)n2CCCc2ccccc2)CC(C)O1 (stereo not drawn),-0.4%
CCN(CC)C(=O)c1cc2c(=O)c3cc(Cl)ccc3oc2nc1C,8.0%
C[C@H](Nc1ccc(C(F)(F)F)cc1[N+](=O)[O-])C(=O)O,7.6%[57.5 µM]
O=C(Nc1ccccc1-c1ccccc1)C1CCCC1,-3.0%
CCOC(=O)c1ccc(-n2c(CN3CCN(CC)CC3)nc3ccc([N+](=O)[O-])cc3c2=O)cc1,2.0%
S=C1NCN(Cc2cccnc2)CN1c1cccc(Cl)c1,-1.3%[57.5 µM]
CC(O)[C@H]1CNC(=O)C(=O)N1CC(C)(C)C (stereo partly drawn),-15.1%[57.5 µM]
Cc1cc2c(cc1C)NC(=O)CC(C(F)(F)C(F)(F)C(F)(F)F)=N2,-8.4%
O=C(Nc1ccc2ccccc2n1)Nc1cccs1,?
CC1(C)Cc2c(c(-c3ccco3)nc3sc4c(NCCCO)ncnc4c23)CO1,-6.5%[57.5 µM]
CN(C)S(=O)(=O)c1ccc(Cl)c(NC(=O)COC(=O)C2CSC3(C)CCC(=O)N23)c1 (stereo not drawn),-2.2%
Cc1c(NC(=O)CN2C(=O)NC3(CCC(C)CC3)C2=O)c(=O)n(-c2ccccc2)n1C (stereo not drawn),3.6%
Cc1ccc(S(=O)(=O)CCSc2cccc(C(=O)Nc3ccccc3C(=O)O)c2)cc1,-4.4%
S=C(c1c[nH]c2ccc(Br)cc12)N1CCOCC1,32.5%
CCCCCCCC(=O)OCC(O)CO (stereo not drawn),-5.5%[57.5 µM]
CCn1c(SCC(=O)N2CCCc3ccccc32)nc2c(c1=O)SC(C)C2 (stereo not drawn),-8.0%[57.5 µM]
COc1ccccc1NC(=O)C(=O)N1CCCC1,-9.9%
O=C(CCSc1nc(-c2ccc3c(c2)OCO3)cc(C(F)(F)F)n1)NCc1ccccc1,0.2%
Clc1ccc(Nc2nc3cccnc3s2)cc1,-10.0%
C=CCC1(NC(C)c2ccccc2)CCCCC1 (stereo not drawn),4.1%
CCOC(=O)C1(Cc2cccc(F)c2)CCN(Cc2ccc(COC)o2)CC1,6.3%[57.5 µM]
Cc1cc(C)c2sc(N(CCCN(C)C)C(=O)CN3C(=O)c4ccccc4C3=O)nc2c1,2.3%
CC(=O)Nc1cc(-c2ccc(F)cc2)[nH]n1,1.2%
O=C(CSc1nc(-c2ccc(F)cc2)nc2ccc(F)cc12)Nc1cccc(C(=O)O)c1,-3.6%
Cc1ccc(NC(=O)c2nc[nH]c2C(=O)NCC(=O)OC(C)(C)C)cc1,-10.9%[57.5 µM]
O=C1c2ccccc2C(=O)N1CC(=O)N1c2ccccc2Sc2ccc(C(F)(F)F)cc21,-5.2%
O=C(NCc1cccs1)c1ccc(S(=O)(=O)N2CCCCC2)cc1,5.3%
Cc1ccc(OCC(=O)Nc2ccc(F)cc2)cc1C,-1.6%
CC(C)SCc1cc(N2CCCC2)nc(-c2ccccc2)n1,-5.2%
Cc1ccc(C(=O)NC(=S)N2CCN(c3ccc([N+](=O)[O-])cc3)CC2)cc1,-2.6%
COC(=O)c1cc2c(cc1Cl)N1CCCCCC1=NS2(=O)=O,-10.6%[57.5 µM]
C=C(C)[C@@H]1CC=C(CN2CCC(CCOC)(C(=O)OCC)CC2)CC1,-10.4%
CC/C(=N\NC(=O)CSc1ncccn1)c1ccc2c(c1)OCCO2,19.8%
COc1cc(CCNc2ccc3nnc(-c4ccccc4)n3n2)cc(OC)c1OC,-2.2%
CN(c1ccc(OCC(=O)N2CCOCC2)cc1)S(=O)(=O)c1ccc(Cl)cc1,0.3%[57.5 µM]
CC(=O)OCC(=O)[C@@]1(O)CCC2C3CC(C)C4=CC(=O)C=CC4(C)C3C(O)CC21C (stereo partly drawn),28.2%
C/C=C/C=C\C(=O)Nc1cccc(C2=NOC3(C2)C[C@@H](C(N)=O)N(C(=O)c2cc([N+](=O)[O-])cc([N+](=O)[O-])c2C)C3)c1 (stereo partly drawn),-5.1%[57.5 µM]
Cc1ccnc(N=Cc2c(O)ccc3oc4c(c23)CCCC4)c1,1.1%
CCOC(=O)C1(CCOc2ccccc2)CCN(C(=O)c2cncs2)CC1,-18.6%
COc1ccc(CCNC(=O)Cc2c(Cl)cccc2Cl)cc1,-6.1%

# A different layout for 26 compounds above:
compound | ERK EGF block
Cc1c(NC(=O)CN2C(=O)NC3(CCC(C)CC3)C2=O)c(=O)n(-c2ccccc2)n1C (stereo not drawn) | 3.6%
Cc1ccc(S(=O)(=O)CCSc2cccc(C(=O)Nc3ccccc3C(=O)O)c2)cc1 | -4.4%
S=C(c1c[nH]c2ccc(Br)cc12)N1CCOCC1 | 32.5%
CCCCCCCC(=O)OCC(O)CO (stereo not drawn) | -5.5%[57.5 µM]
CCn1c(SCC(=O)N2CCCc3ccccc32)nc2c(c1=O)SC(C)C2 (stereo not drawn) | -8.0%[57.5 µM]
COc1ccccc1NC(=O)C(=O)N1CCCC1 | -9.9%
O=C(CCSc1nc(-c2ccc3c(c2)OCO3)cc(C(F)(F)F)n1)NCc1ccccc1 | 0.2%
Clc1ccc(Nc2nc3cccnc3s2)cc1 | -10.0%
C=CCC1(NC(C)c2ccccc2)CCCCC1 (stereo not drawn) | 4.1%
CCOC(=O)C1(Cc2cccc(F)c2)CCN(Cc2ccc(COC)o2)CC1 | 6.3%[57.5 µM]
Cc1cc(C)c2sc(N(CCCN(C)C)C(=O)CN3C(=O)c4ccccc4C3=O)nc2c1 | 2.3%
CC(=O)Nc1cc(-c2ccc(F)cc2)[nH]n1 | 1.2%
O=C(CSc1nc(-c2ccc(F)cc2)nc2ccc(F)cc12)Nc1cccc(C(=O)O)c1 | -3.6%
Cc1ccc(NC(=O)c2nc[nH]c2C(=O)NCC(=O)OC(C)(C)C)cc1 | -10.9%[57.5 µM]
O=C1c2ccccc2C(=O)N1CC(=O)N1c2ccccc2Sc2ccc(C(F)(F)F)cc21 | -5.2%
O=C(NCc1cccs1)c1ccc(S(=O)(=O)N2CCCCC2)cc1 | 5.3%
Cc1ccc(OCC(=O)Nc2ccc(F)cc2)cc1C | -1.6%
CC(C)SCc1cc(N2CCCC2)nc(-c2ccccc2)n1 | -5.2%
Cc1ccc(C(=O)NC(=S)N2CCN(c3ccc([N+](=O)[O-])cc3)CC2)cc1 | -2.6%
COC(=O)c1cc2c(cc1Cl)N1CCCCCC1=NS2(=O)=O | -10.6%[57.5 µM]
C=C(C)[C@@H]1CC=C(CN2CCC(CCOC)(C(=O)OCC)CC2)CC1 | -10.4%
CC/C(=N\NC(=O)CSc1ncccn1)c1ccc2c(c1)OCCO2 | 19.8%
COc1cc(CCNc2ccc3nnc(-c4ccccc4)n3n2)cc(OC)c1OC | -2.2%
CN(c1ccc(OCC(=O)N2CCOCC2)cc1)S(=O)(=O)c1ccc(Cl)cc1 | 0.3%[57.5 µM]
CC(=O)OCC(=O)[C@@]1(O)CCC2C3CC(C)C4=CC(=O)C=CC4(C)C3C(O)CC21C (stereo partly drawn) | 28.2%
C/C=C/C=C\C(=O)Nc1cccc(C2=NOC3(C2)C[C@@H](C(N)=O)N(C(=O)c2cc([N+](=O)[O-])cc([N+](=O)[O-])c2C)C3)c1 (stereo partly drawn) | -5.1%[57.5 µM]

# Remaining list, next part:
SMILES,ERK EGF block
O=C(c1cnn(-c2ccccc2)c1)c1ccccc1O,-5.6%
CCC/C(C)=N/NC(=O)c1ccccc1O,-7.6%
CN1CC[C@@]2(CCCN(C(=O)c3cccn3C)C2)C1,7.8%
S=C(Nc1cccc(Cl)c1)NC1CC2CCCC(C1)N2C1CCCC1 (stereo not drawn),8.8%
O=C(CSc1nncs1)Nc1ccc2c(c1)OCO2,-3.8%
Cc1cccc(-n2c(Cc3cc(=O)[nH]c(=O)[nH]3)nnc2SCC(=O)Nc2cccc(C(F)(F)F)c2)c1,6.3%
CCOC(=O)c1[nH]cnc1C(=O)Nc1cccc(Cl)c1,1.5%
COc1ccc(C(=O)NCC(=O)OCC(=O)c2ccc3c(c2)NC(=O)CO3)cc1,-4.0%
Cc1ccc(S(=O)(=O)N2CCOCC2)cc1NC(=O)COC(=O)c1cccnc1Cl,2.0%
COC(=O)CSc1nc(N)c(C#N)c(-c2ccc(O)cc2)c1C#N,6.1%[57.5 µM]
COc1ccc(C(=O)Nc2ccnc(-c3cccnc3)n2)cc1,-4.5%
COc1ccc(CCC(=O)NNC(=S)Nc2cccc(C(C)=O)c2)cc1,-2.2%
CSCC[C@H](NC(=O)OC(C)(C)C)C(=O)NCC1CCC(C(=O)O)CC1 (stereo partly drawn),6.9%[57.5 µM]
COc1cc2c(cc1OC)C(COc1ccccc1OC)N(C(=O)c1ccco1)CC2 (stereo not drawn),2.0%
O=C(/C=C/Nc1ccccc1Oc1ccccc1)c1ccco1,8.8%
Cc1[nH]c(=O)[nH]c(=O)c1S(=O)(=O)N1CCCC(C(=O)NCc2ccc3c(c2)OCO3)C1 (stereo not drawn),-3.5%
CC(=O)OC(C)(C)C1Cc2cc3ccc(=O)oc3cc2O1 (stereo not drawn),17.5%
O=C(N/N=C/c1ccncc1)c1cccc([N+](=O)[O-])c1,19.6%
Cc1c(C=O)c2ccccc2n1CC(=O)NCc1ccccc1,4.7%
COc1ccc(C(=O)N/N=C/c2ccc(OC(=O)c3ccccc3)cc2)cc1,0.7%
COc1ccc(/C=C2\CCCC3C2=NC(=S)NC3c2ccc(OC)cc2)cc1 (stereo not drawn),-0.5%
CCOC(=O)Cc1csc(NC(=O)c2cc(=O)c3ccccc3o2)n1,-2.1%
C/C(CC(=O)Nc1ccc2c(c1)OCO2)=N\NC(=O)OC(C)(C)C,-5.9%
Cc1cccc2sc(NC(=O)c3cccc(S(=O)(=O)N4CCc5ccccc54)c3)nc12,-4.9%
COc1cccc(C2SCC(=O)N2c2ccc(C)cc2)c1OC (stereo not drawn),?
CC1CCC(NC(=O)N(CCCl)N=O)CC1 (stereo not drawn),-0.2%
O=C(NCCSc1c(-c2ccccc2)[nH]c2ccccc12)c1cc2ccccc2oc1=O,-1.6%
CC1=C(C(=O)OCC2CCCO2)C(c2ccc(Cl)cc2)NC(=O)N1 (stereo not drawn),5.5%
NS(=O)(=O)c1cccc2c1c([N+](=O)[O-])cc1nc(O)c(O)nc12,17.9%&-1.9%
COc1cc(-c2nc(CN3CCCN(C(=O)c4ccco4)CC3)c(C)o2)ccc1F,-0.4%
Cc1nc(SCC(=O)Nc2cc(C(N)=O)cc(C(N)=O)c2)c2c(C)c(C)sc2n1,8.6%[57.5 µM]
COc1cc(S(=O)(=O)N2CCOCC2)ccc1NC(=O)COC(=O)COc1ccccc1,0.1%
COc1ccc(-c2cc([C@H]3[C@H]4C=CC[C@@H](C)[C@@H]4C(=O)N3Cc3ccccc3)ccc2F)cc1OC,11.0%[57.5 µM]
CC1(C)CC=C(NNC(=O)c2cccnc2)C(=O)C1,-5.2%
CN1CCN(NC(=O)c2cn(-c3ccccc3)nc2-c2ccc(OC(F)F)cc2)CC1,1.1%
O=C(CSc1ncnc2sccc12)Nc1ccccc1,3.2%
COc1ccc2oc(=O)c(-c3cn4ccc(C)cc4n3)cc2c1,-2.2%
COc1ccc(C(=O)CSc2nc(C)cc(C)n2)cc1[N+](=O)[O-],-4.9%
CN(CCc1ccc(Cl)c(Cl)c1)C[C@@H](O)COc1ccc(NS(C)(=O)=O)cc1,-8.5%
CC1=C(C(=O)Nc2ccccc2C(F)(F)F)C(c2ccc(C)s2)NC(=S)N1 (stereo not drawn),2.7%
O=C(Nc1ccc(S(=O)(=O)Nc2ncccn2)cc1)c1cncc(Br)c1,2.7%
COC(=O)c1c(NC(=O)CC2SC(N)=NC2=O)sc2c1CCC(C(C)(C)C)C2 (stereo not drawn),-5.0%
O=[N+]([O-])c1cc(S(=O)(=O)c2ccc(N3CCCCC3)c([N+](=O)[O-])c2)ccc1N1CCCCC1,?
COc1ccc(CNC(=O)CN(c2ccccc2)S(=O)(=O)N(C)C)cc1,-2.8%[57.5 µM]
O=C(CCC(=O)N1CCOCC1)c1ccc(F)cc1,-4.1%
CCN1CCN(Cc2ccc(NC(=O)c3ccc(C)c(NC(=O)c4ccno4)c3)cc2C(F)(F)F)CC1,8.7%[57.5 µM]
CCc1ccc(C(=O)NN(C(=O)c2ccc(CC)cc2)C(C)(C)C)cc1,1.7%
CC(C)Cc1nnc(NC(=O)CN2C(=O)c3ccccc3C2=O)s1,-4.7%
O=C1N(c2ccc(Cl)cc2)C(c2ccc(Cl)cc2)N2CCCN12 (stereo not drawn),-5.8%
Cc1ccc(C(=O)N(Cc2nc3ccccc3c(=O)[nH]2)C2CCCC2)cc1,12.3%
CCCCC/C=C\C/C=C\C/C=C\CCCCCCC(N)=O,-10.0%
O=C(Nn1c(SCc2cccc([N+](=O)[O-])c2)nc2ccccc2c1=O)c1ccccc1,-11.4%
COCCN(C(=O)CSc1nnc(-c2cccc(C)c2)n1C)c1c(N)n(Cc2ccccc2)c(=O)[nH]c1=O,-4.5%
COc1ccccc1CNC(=O)C(=O)NCC1OCCN1S(=O)(=O)c1ccc2c(c1)OCCO2 (stereo not drawn),6.3%
CC(C)CNC(=O)CC(=O)N/N=C/c1cccs1,10.8%
Cc1ccc(-c2ccccc2)n1-c1cccc(C(=O)O)c1,-11.3%[57.5 µM]
CC[C@H](C)C(C(=O)N1CCN(C(=O)OC(C)(C)C)CC1)n1cc(C(CO)NC(=O)OC(C)(C)C)nn1 (stereo partly drawn),?
Cc1c(OCc2ccc(C(=O)O)cc2)ccc2c(-c3ccccc3)cc(=O)oc12,6.5%[57.5 µM]

# Not all compounds are listed; the hit share may differ from the screen's.
